# Kir21 block: inhibitors of mouse Kir2.1 inward-rectifier potassium channel; Inward rectifier potassium channel 2 (Mus musculus), P35561; HEK293-Kir2.1, FluxOR thallium flux fluorescence; hits give low values; B-score at 10 µM; 310,000 compounds, 0.85% hits; AID 1672, 2009;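 active = fluorescence ratio B-score at or below minus 3 SD of library scores, with starting-brightness B-score within 2 SD, cut at about -4.2 in these data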;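 note: channel flux triggered by added potassium and thallium sulfate stimulus; B-score of peak minus minimum fluorescence over baseline after thallium stimulus; more negative B-score means stronger Kir2.1 block with less thallium influx; some compounds called inactive have numbers as strong as hits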
# KCNQ2 block: KCNQ2 potassium channel inhibitors, primary screen, cell-based, CHO-K1, FluxOR thallium flux, B-score (AID 2156) | Potassium voltage-gated channel subfamily KQT member 2 (Rattus norvegicus), O88943 | 20 min; hits give low values | B-score at 10 µM | 310,000 compounds, 1.1% hits;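 active = fluorescence ratio B-score at most minus 3 library SDs, with starting brightness B-score within 2 library SDs, cut at about -5.5 in these data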
# Target sequence (O88943 whole entry, looked up): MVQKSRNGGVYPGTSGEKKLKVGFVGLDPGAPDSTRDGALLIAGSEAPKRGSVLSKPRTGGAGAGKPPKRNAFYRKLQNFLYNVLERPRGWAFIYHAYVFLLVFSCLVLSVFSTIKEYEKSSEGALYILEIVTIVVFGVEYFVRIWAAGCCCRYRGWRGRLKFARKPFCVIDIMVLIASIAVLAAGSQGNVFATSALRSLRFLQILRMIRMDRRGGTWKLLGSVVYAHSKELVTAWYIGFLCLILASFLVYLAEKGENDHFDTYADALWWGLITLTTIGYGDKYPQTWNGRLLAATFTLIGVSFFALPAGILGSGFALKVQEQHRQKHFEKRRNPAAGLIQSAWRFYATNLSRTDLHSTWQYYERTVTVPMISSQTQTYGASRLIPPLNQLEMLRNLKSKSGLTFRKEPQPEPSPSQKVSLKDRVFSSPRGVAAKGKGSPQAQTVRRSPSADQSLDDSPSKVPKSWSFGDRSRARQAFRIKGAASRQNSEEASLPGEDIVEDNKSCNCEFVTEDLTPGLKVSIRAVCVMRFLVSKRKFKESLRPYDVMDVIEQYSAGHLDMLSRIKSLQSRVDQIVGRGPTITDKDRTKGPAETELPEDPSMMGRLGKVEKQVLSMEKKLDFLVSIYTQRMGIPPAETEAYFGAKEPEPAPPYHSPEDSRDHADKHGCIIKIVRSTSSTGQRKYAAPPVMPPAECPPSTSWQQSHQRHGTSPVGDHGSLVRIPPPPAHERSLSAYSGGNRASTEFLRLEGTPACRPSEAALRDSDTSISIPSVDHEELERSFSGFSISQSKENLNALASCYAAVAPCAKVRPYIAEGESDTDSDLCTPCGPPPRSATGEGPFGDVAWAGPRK
# CHT block: inhibitors of human choline transporter CHT; High affinity choline transporter 1 (Homo sapiens), Q9GZV3; CHT-expressing cells, membrane potential dye, choline response; hits give low values; B-score at 10 µM; 310,000 compounds, 0.86% hits; AID 488975, 2010;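 active = B-score over 3 SD under the library average, and starting fluorescence ratio not unusually high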;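 note: choline stimulus applied at its EC90 after an EC20 pre-addition; B-score computed on integrated fluorescence ratio after choline addition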
# Starred values were filed as active, the others as inactive; i = inactive; . = not tested or not shown. This is a random part of the collection. About 2.6% of those tested had a hit in this group.
Kir21 block | KCNQ2 block | CHT block | structure
-0.71 | i | i | COc1cc(NC(=O)c2cccc([N+](=O)[O-])c2)ccc1NC(=O)c1ccco1
0.17 | i | i | CCNc1nc(-c2cc(C)n(Cc3ccco3)c2C)cs1
-1 | i | i | Cc1cc(OCC(=O)N2CCN(c3ncccn3)CC2)ccc1Cl
0.91 | i | i | Cc1ccc(C2/C(=C(/O)c3ccc(OC(C)C)cc3)C(=O)C(=O)N2CCN2CCOCC2)cc1 (configuration not stated)
0.95 | i | i | O=C(Nc1nnc(-c2ccc3c(c2)CCCC3)o1)c1ccccc1
0.67 | i | i | COc1ccc(-c2[nH]c3ccccc3c2SCCNC(=O)c2cc3ccccc3oc2=O)cc1
0.56 | i | . | O=C(Nc1ccc(N2CCN(C(=O)c3ccc(Cl)cc3)CC2)cc1)c1ccc([N+](=O)[O-])o1
-0.18 | i | i | Cc1nn(C)c(C(=O)Nc2cccc(Nc3ccccc3)c2)c1[N+](=O)[O-]
-0.69 | -5.6* | i | CC1(c2nnc(-c3cccc(Cl)c3)o2)CC(c2c(Cl)cccc2Cl)=NO1 (configuration not stated)
-1 | i | i | COc1ccccc1C(=O)NNC(=O)c1ccc(Br)cc1
-1.2 | i | i | O=c1[nH]cc(S(=O)(=O)NCc2ccccc2)c(=O)[nH]1
-1.5 | i | i | CCOc1ccc(N2CC(O)(c3cccs3)[N+]3=C2CCCC3)cc1 (configuration not stated)
-0.21 | i | i | CC(=O)c1cccc(NC(=O)c2cnn(-c3ccccc3)c2C)c1
0.09 | i | i | O=C(CCC(=O)NC1CCCCC1)Nc1cccnc1
2.3 | i | i | COCC(=O)Nc1c(C(=O)Nc2ccc3c(c2)OCO3)oc2ccccc12
-0.15 | i | i | O=C(NCCCN1CCCC1=O)c1cccc(C(F)(F)F)c1
-0.38 | i | i | CN(CC(=O)N1CCc2ccccc21)S(=O)(=O)c1cccs1
0.78 | i | i | CCc1c(C)nc(SCC(=O)Nc2c(C)n(C)n(-c3ccccc3)c2=O)[nH]c1=O
2.2 | i | i | COc1ccc(S(=O)(=O)N2CCCCCC2)cc1NC(=O)CN1C(=O)NC(C)(c2ccccc2)C1=O (configuration not stated)
-0.4 | i | i | COc1ccc(NC(=O)CSc2nc3ccccc3n2-c2ccccc2)c([N+](=O)[O-])c1
-0.53 | i | i | CC(C)n1cc(/C=N/Nc2ccc(C(=O)O)cc2)c2ccccc21
-0.82 | i | i | CC(Sc1nc(-c2ccccc2)cc(C(F)(F)F)n1)C(=O)Nc1sc2c(c1C(N)=O)CCC2 (configuration not stated)
0.34 | i | i | CCOC(=O)CSc1nnc(Cc2cc(=O)[nH]c(=O)[nH]2)n1-c1cccc(OC)c1
-0.19 | i | i | Cc1ccc2c(c1)N(Cc1ccccn1)C(=O)C(C)O2 (configuration not stated)
0.16 | i | i | CCC(C)n1cnc2c(c1=O)c1nc3ccccc3nc1n2Cc1ccccc1OC (configuration not stated)
0.44 | i | . | Cc1ccc(NC(=O)CSc2nnc3ccc(-c4ccncc4)nn23)cc1
1.6 | i | i | COc1ccc(-c2nnc(NC(=O)C3CC3)o2)cc1
1.6 | i | i | Cc1nc2nc[nH]n2c(=O)c1NS(=O)(=O)c1ccc(C(C)(C)C)cc1
-0.14 | i | i | CSc1nc2ccc(S(=O)(=O)N3CCCC3)cc2s1
-0.17 | i | i | Cc1ccc(CN2CCN(C(=O)c3ccco3)CC2)cc1
0.76 | i | i | COc1cccc(NC(=O)COC(=O)C2C3CC4OC(=O)C2C4C3)c1 (configuration not stated)
-0.8 | i | i | CC(Sc1nc2c(c(=O)n(C)c(=O)n2C)n1Cc1cc2c(cc1Cl)OCO2)C(=O)O (configuration not stated)
0.26 | i | i | O=C(NCCN1CCN(C(=O)c2ccc(Br)cc2)CC1)c1ccc(Br)cc1
-0.73 | i | i | C=C1CCN([C@@H](CC(C)C)C(=O)NCc2ccc(Cl)cc2)S(=O)(=O)c2ccccc21
-2.1 | i | i | Cc1sc(NC(=O)c2ccccc2F)c(CN2CCCCC2C)c1C (configuration not stated)
-1.3 | i | i | COCCCn1c(Cc2csc(Nc3ccccc3)n2)nnc1SCC(N)=O
0.02 | i | i | CN(C)C=Nc1ncc2c3ccccc3n(Cc3ccccc3)c2c1C#N
-1.9 | i | i | CSc1cccc(NC(=S)N2CCCN(Cc3ccc(F)cc3)C2)c1
-2.7 | i | i | CCOc1ccc2[nH]c3c(NCCO)ncnc3c2c1
-5.2 | i | i | N#CC1=C(N)SC(N)=C(C#N)C1CCC1CCCCC1
-1.9 | i | i | CCOc1ccc(OCc2cccc(C(=O)Nc3ccc(CN4CCCCC4)cc3)c2)cc1
-0.51 | i | i | CCOC(=O)CN1CC23C=CC(O2)C(C(=O)NCc2ccc(C)cc2)C3C1=O (configuration not stated)
-1.3 | i | i | Cc1cccc(N(C)S(=O)(=O)c2ccc3c(c2)NC(=O)CC(=O)N3)c1
0.44 | i | i | O=C(CSc1ncnc2c1nnn2Cc1ccccc1F)NCC1CCCO1 (configuration not stated)
0 | i | i | CN(C)c1ccc(NC(=O)CSc2nnc(-c3cccs3)n2Cc2ccco2)cc1
0.44 | i | i | O=C(Cc1ccccc1)NNC(=O)C1CCN(c2ncccn2)CC1
0.07 | i | i | Cc1ccc(CNC(=O)c2cccc(-n3cnnn3)c2)cc1
1.7 | i | i | O=C(N/N=C/c1cccc(OC2CSC2)c1)c1ccccc1O
0.02 | i | i | Cc1nc2c(-c3ccc(F)cc3)c(C)nn2c(C)c1CCC(=O)NC(C)CCc1ccco1 (configuration not stated)
2 | -8.1* | i | O=C(/C=C/c1ccc(Cl)cc1)N(c1ccccn1)C1CCCCC1
-0.85 | i | i | CCOC(=O)CSc1nc(C(C)(C)C)cc(C(F)(F)F)c1C#N
-1.4 | i | i | C/C(=N\N1CCN(c2ccccc2)CC1)c1ccncc1
-0.5 | i | i | CCn1c(SCC(=O)NCc2cccs2)nnc1-c1cccs1
-0.97 | i | i | O=C(/C=C/c1ccco1)NC(=S)Nc1ccc(C(=O)O)cc1
-1.3 | i | i | Cn1c2ccccc2c(=O)n2c(=O)c3ccccc3cc12
0.54 | i | i | CC1(C)Cc2c(sc3nc(-c4cccs4)n(N)c(=O)c23)CO1
0.15 | i | i | COc1ccc(Br)cc1/C=C/C(=O)NCC(=O)O
0.91 | i | i | CCOC(=O)c1c(NC(=S)Nc2ccc(C)cc2)sc2c1CCC2
0.81 | i | i | CC(C)=CCN1CCNC(=O)C1CC(=O)NCc1nc(C)c(C)s1 (configuration not stated)
1.1 | i | i | CCCN1C(=O)c2cc(C(=O)NC3CCCCCC3)ccc2C1O (configuration not stated)

# Carrying on.
Kir21 block | KCNQ2 block | CHT block | structure
0.21 | i | i | Cc1cc(NC(=O)Nc2ccc(Cl)cc2)no1
1.4 | i | i | CCSc1nnc(NC(=O)CSc2nc(CC)nc3c2c(=O)n(C)c(=O)n3C)s1
0.65 | i | i | COc1ccc(CCN(C(=O)C(F)(F)F)C(C(=O)NC2CCCC2)c2cccs2)cc1 (configuration not stated)
-1.7 | i | i | Cc1ccc(SCc2ccc(C(=O)N3CCCC3)cc2)cc1
-2 | i | i | CC1=C(C(=O)OCC(C)C)C(c2cccs2)NC(=S)N1 (configuration not stated)
-1.2 | -6.5* | i | O=[N+]([O-])c1ccc(C2(O)CN(c3ccccc3)C3=[N+]2CCS3)cc1 (configuration not stated)
-2.2 | i | i | O=C(CN1CCCc2ccccc21)NC(=O)NCc1ccco1
-0.36 | i | i | Cc1ccc(-c2nn3c(C)nnc3c3ccccc23)cc1S(=O)(=O)N1CCN(CCO)CC1
-0.77 | i | i | CCOC(CC(=O)NNC(=O)c1c(-c2c(Cl)cccc2Cl)noc1C)OCC
-0.03 | i | i | COc1ccc(Cl)cc1NC(=O)CSc1nc2ccsc2c(=O)n1CC1CCC(C(=O)O)CC1 (configuration not stated)
0.47 | i | i | O=C(NNC(=O)c1cccnc1)Nc1ccc(Cl)c(Cl)c1
-1.2 | i | i | COc1ccc(N2CCN(c3nccs3)CC2)cc1
-0.26 | i | i | Cc1ccc2c(C)c(C(=O)Nc3c(C)n(C)n(-c4ccccc4)c3=O)oc2c1C
0.18 | i | i | COC(=O)c1ccc(S(=O)(=O)N2CCN(C)CC2)n1C
-1.9 | i | i | Cc1ccc(CNC(=O)CSc2nc3[nH]ncc3c(=O)[nH]2)cc1
-0.9 | i | i | COc1ccccc1CN1CCN(Cc2nc(-c3ccc(C)cc3)oc2C)CC1
0.18 | i | i | COc1ccc(N(CC(=O)Nc2ccccc2OC)S(=O)(=O)c2ccccc2)cc1Cl
0.26 | i | i | COc1ccc(/C=[N+](\[O-])C2N(c3ccccc3)C(=S)SC2(C)C)cc1OC (configuration not stated)
0.75 | i | -5* | O=C(Nc1ccc(S(=O)(=O)Nc2nccs2)cc1)c1c(F)c(F)c(F)c(F)c1F
-4.5* | -6.8* | i | Cc1ccc(-c2cc(-c3ccc(Cl)cc3)c(C#N)c(N)n2)o1
-13* | i | i | Cc1cc2ccc3ccccc3c2cc1CN(C)C
-0.84 | i | i | Cc1ccc(N(CC(O)CN2CCCC2)S(=O)(=O)c2ccccc2)cc1 (configuration not stated)
0.4 | i | i | COc1ccc(-c2nn(-c3ccccc3)cc2/C=N/O)cc1
-0.03 | i | i | O=C(NC(Cc1ccccc1)C(=O)N1CCCC(C(F)(F)F)C1)c1ccccc1 (configuration not stated)
-0.46 | i | i | CSc1cccc(NC(=O)c2cc(S(=O)(=O)N3CCCCC3)c[nH]2)c1
-1.2 | i | i | CCC1(c2ccccc2)NC(=O)N(CC(=O)Nc2ccc3c(C)cc(=O)oc3c2)C1=O (configuration not stated)
1.8 | i | i | CC(=O)Nc1cc[n+](C(C)C(=O)c2ccc(Cl)cc2)cc1 (configuration not stated)
-0.94 | i | i | COc1cccc(-n2cnnn2)c1
0 | i | i | CCn1c(SCC(=O)Nc2oc(C)c3c(C)n[nH]c(=O)c23)nc2sc(C)c(C)c2c1=O
0.68 | i | i | COc1ccc(OCC(=O)Nc2cc(C)c(Cl)cc2OC)c([N+](=O)[O-])c1

# Whole records as entered above:
# CCC1(c2ccccc2)NC(=O)N(CC(=O)Nc2ccc3c(C)cc(=O)oc3c2)C1=O (configuration not stated) is entered as Kir21 block = -1.2; KCNQ2 block = i; CHT block = i
# O=C(NC(Cc1ccccc1)C(=O)N1CCCC(C(F)(F)F)C1)c1ccccc1 (configuration not stated) is entered as Kir21 block = -0.03; KCNQ2 block = i; CHT block = i
# COc1ccc(/C=[N+](\[O-])C2N(c3ccccc3)C(=S)SC2(C)C)cc1OC (configuration not stated) is entered as Kir21 block = 0.26; KCNQ2 block = i; CHT block = i

# Printed as active in CHT block, among the entries above:
Kir21 block | KCNQ2 block | CHT block | structure
0.75 | i | -5* | O=C(Nc1ccc(S(=O)(=O)Nc2nccs2)cc1)c1c(F)c(F)c(F)c(F)c1F

# (listing goes on)
Kir21 block | KCNQ2 block | CHT block | structure
-0.06 | i | i | COc1ccccc1-n1cnnc1SCC(=O)N1CCOCC1
0.65 | i | i | O=[N+]([O-])c1ccc(N2CCN(C(=S)Nc3ccc(F)cc3F)CC2)cc1
0.35 | i | i | COc1ccc(C(=O)NNC2=NCCCCC2)cc1
1.6 | i | i | COc1cccc(/C=N/NC(=O)c2nc(-c3ccccc3)cc(-c3ccccc3)n2)c1O
-0.09 | i | i | CCOc1ccccc1NC(=O)CSc1nnnn1Cc1ccccc1
1.8 | i | i | COc1c(C)cccc1C(=O)Nc1ccc(N2CCN(S(C)(=O)=O)CC2)cc1
1.5 | i | i | O=C(CN1c2ccccc2Sc2ccccc21)N/N=C/c1ccccc1
-0.62 | -6.1* | i | Cc1cc(C)cc(N(CCC#N)C(=O)CSC2=Nc3ccccc3C3CC=NN23)c1 (configuration not stated)
0.12 | i | i | O=C(Nc1nccs1)c1ccc(-c2cccc([N+](=O)[O-])c2)o1
0.01 | -5.8* | i | Cc1cc(NC(=O)c2cn(C3CCCCC3)c(=O)c3c2c2ccccc2n3C)no1
-0.6 | i | i | CC(C)Cn1c(/C=C/c2ccccc2)nc2ccccc21
0.34 | i | i | CC(C)N(Cc1ccccc1)C(=O)C1CCCN(c2ncnc3c2nc2n3CCCCC2)C1 (configuration not stated)
-1.1 | i | i | COc1ccc2[nH]c3c(N4CCN(Cc5ccc6c(c5)OCO6)CC4)ncnc3c2c1
-1.6 | i | i | CC(C)OC(=O)CSc1nnc(-c2ccncc2)n1N
0.81 | i | i | O=c1c2ccccc2cnn1-c1ccc2ccccc2c1
-1.3 | i | i | Cc1cc(-c2cc(C(=O)O)c3ccccc3n2)c(C)s1
1.3 | i | . | COc1ccc(NC(=O)c2cc3cccc(OC)c3oc2=Nc2ccc(C(=O)O)cc2)cc1OC
-2.1 | i | i | CCOc1cc(N2CCOCC2)c(OCC)cc1NC(=O)CSc1ncn[nH]1
-0.66 | i | i | COc1ccc(S(=O)(=O)Nc2ccc(S(=O)(=O)Nc3cc(C)nc(C)n3)cc2)cc1OC
0.53 | i | i | Cc1[nH]c2ccccc2c1C(=O)CN1C(=O)C(=O)N(Cc2ccco2)C1=O
-0.06 | i | i | O=C(NCCCN1CCCC1=O)c1c(O)nc2sccn2c1=O
-1.1 | i | i | CCC(=O)Nc1c(C)nn(C(=O)CC)c1C
0 | i | i | CC1(C)CC(=O)C=C(C(=O)N2CCCC(CCC(=O)NCc3ccccc3F)C2)O1 (configuration not stated)
-0.52 | i | i | Cc1ccc(C(=O)Nc2ccc(Br)c(C(F)(F)F)c2)cc1

# Compound activity (PubChem)
